# RUNX1 CBFb-SMMHC: inhibitors of RUNX1 Runt–CBFb-SMMHC binding, biochemical, TR-FRET (AID 1438) | actives 2% (n = 2,200) | TR-FRET Runt domain–CBFb-SMMHC binding, biochemical; higher % means a stronger effect | one-dose inhibition, % at 20 µM; IC50 in µM for titrated hits; in the data active = inhibition from about 52%, or a potency from the dose series; inactive = the rest, 99 in 100 with inhibition below about 48%
# The depositor's hits bear a star; i = inactive.
SMILES,RUNX1 CBFb-SMMHC
COc1ccc(-c2nnn(CC(=O)N(CC(=O)NC3CCCC3)c3ccccc3)n2)cc1OC,15.2%
CCOC(=O)c1c2ccc(OCC(=O)NN)cc2n2ccccc12,-11.5%
O=C(c1cc2ccccc2o1)c1nc2c(n1O)CCCCC2,-2.7%
CC(=O)c1ccc(-c2cccs2)s1,11.0%
O=C(NCCN1CCN(c2ccccc2)CC1)C1CCN(S(=O)(=O)N2CCOCC2)CC1,-9.1%
CCOC(=O)C1=C(N)OC2=C(C(=O)CCC2)C12C(=O)Nc1ccccc12 (stereo not drawn),-17.8%
COc1ccc(N(CCC(=O)O)S(=O)(=O)c2ccc(C)cc2C)cc1,-10.8%
CCCn1nc(NC(=O)c2cccs2)c2cc3cc(C)ccc3nc21,-3.4%
Nc1c(C(=O)NCc2ccco2)c2nc3ccccc3nc2n1Cc1ccc(F)cc1,43.4%
CC(=O)Oc1c(-c2ccco2)oc2ccccc2c1=O,-11.0%
CC1=CC(c2ccccc2)n2nc(NS(=O)(=O)c3ccc(C)cc3)nc2N1 (stereo not drawn),49.9%
c1ccc2[nH]c(SN3CCOCC3)nc2c1,-72.0%
CCCc1cc(NCC2CCCO2)n2c(nc3ccccc32)c1C#N (stereo not drawn),42.5%
O=C(Nc1nn[nH]n1)c1cccc(Oc2ccccc2)c1,-4.7%
Nc1c(C(=O)OCC2CCCO2)c2nc3ccccc3nc2n1C1CCCCC1 (stereo not drawn),43.8%
O=C1S/C(=C/c2ccc(N3CCOCC3)o2)C(=O)N1Cc1ccc(F)cc1,14.8%
CN(C)c1ccc(/C=C(\C#N)C(=O)NCc2ccco2)cc1,-25.6%
COc1cc([C@@H]2[C@H]3CNCC=C3C(C#N)=C(N)C2(C#N)C#N)ccc1OC(C)C,12.3%
CC(C)C(c1nnnn1Cc1ccccc1)N(CCCO)Cc1cc2cc3c(cc2[nH]c1=O)OCO3 (stereo not drawn),33.1%
Cc1c(Cc2ccccc2)c(NCCN(C)C)n2c(nc3ccccc32)c1C#N,28.3%
CCOC(=O)Cc1csc(-n2sc3ccccc3c2=O)n1,8.58µM*
CCOC(=O)/C=C(\C)Sc1cc(O)c2ccccc2c1O,1.3%
Oc1cc(-n2cccn2)c(O)cc1-n1cccn1,-16.7%
CCN(CC)CCNS(=O)(=O)c1ccc(/C=C/C(=O)O)cc1,-15.2%
CN1CCc2c(sc3c2C(=O)NC(c2cccs2)N3)C1 (stereo not drawn),19.7%
Cc1c(-c2cccc(Cl)c2)nc2ccccc2c1C(=O)OC/C(O)=C(\C#N)c1nc2ccccc2[nH]1,5.0%
CC(C)C(=O)Nc1ccccc1N1CCN(S(C)(=O)=O)CC1,-3.7%
N#Cc1c(-c2cccs2)cc(-c2cccs2)[nH]c1=O,-9.4%
COc1ccc(/C=C2\CCc3c2nc2ccccc2c3C(=O)O)cc1OC,-11.1%
CCOCCCNC(=O)c1c(N)n(-c2ccc(S(N)(=O)=O)cc2)c2nc3ccccc3nc12,33.2%
Cc1cc(C)c2c(N)c(C(=O)Nc3ncc(C)s3)sc2n1,40.0%
COc1ccc2oc3ccc(OC)cc3c(=O)c2c1,-4.4%
COc1ccc(N=Cc2cc3c(cc2O)OC(N)=C(C#N)C3c2ccccc2)cc1 (stereo not drawn),-17.5%
Cc1csc(NC(=O)c2cc(=O)[nH]c3ccc(S(=O)(=O)N4CCOCC4)cc23)n1,-8.0%
C(=C/c1nccc2c1[nH]c1ccccc12)/c1ccc2c(c1)OCO2,-20.9%
O=c1[nH]c2ccccc2c(O)c1O,-10.8%
N#CC1=C(N)C(C#N)(C#N)[C@H](c2ccoc2)[C@H]2CN(Cc3ccccc3)CC=C12,27.3%
Cc1ccccc1-n1c(O)c(/C=N/NC(=O)c2ccccc2O)c(=O)[nH]c1=S,-4.1%
Cc1cc(Nc2ccccc2)nc2cc(O)ccc12,15.5%
Cc1ccc2nc3c(cc(C#N)c(=O)n3CCN3CCOCC3)c(=O)n2c1,34.1%

# Sorted by length of the SMILES (lowest first): part of the list above.
SMILES,RUNX1 CBFb-SMMHC
O=c1[nH]c2ccccc2c(O)c1O,-10.8%
c1ccc2[nH]c(SN3CCOCC3)nc2c1,-72.0%
Cc1cc(Nc2ccccc2)nc2cc(O)ccc12,15.5%
Oc1cc(-n2cccn2)c(O)cc1-n1cccn1,-16.7%
CC(=O)Oc1c(-c2ccco2)oc2ccccc2c1=O,-11.0%
CCOC(=O)Cc1csc(-n2sc3ccccc3c2=O)n1,8.58µM*
O=C(c1cc2ccccc2o1)c1nc2c(n1O)CCCCC2,-2.7%
N#Cc1c(-c2cccs2)cc(-c2cccs2)[nH]c1=O,-9.4%
CCCc1cc(NCC2CCCO2)n2c(nc3ccccc32)c1C#N (stereo not drawn),42.5%
CN(C)c1ccc(/C=C(\C#N)C(=O)NCc2ccco2)cc1,-25.6%
CCCn1nc(NC(=O)c2cccs2)c2cc3cc(C)ccc3nc21,-3.4%
COc1ccc(/C=C2\CCc3c2nc2ccccc2c3C(=O)O)cc1OC,-11.1%
C(=C/c1nccc2c1[nH]c1ccccc12)/c1ccc2c(c1)OCO2,-20.9%
Cc1ccc2nc3c(cc(C#N)c(=O)n3CCN3CCOCC3)c(=O)n2c1,34.1%
CC1=CC(c2ccccc2)n2nc(NS(=O)(=O)c3ccc(C)cc3)nc2N1 (stereo not drawn),49.9%
CCOC(=O)C1=C(N)OC2=C(C(=O)CCC2)C12C(=O)Nc1ccccc12 (stereo not drawn),-17.8%
Cc1ccccc1-n1c(O)c(/C=N/NC(=O)c2ccccc2O)c(=O)[nH]c1=S,-4.1%
O=C(NCCN1CCN(c2ccccc2)CC1)C1CCN(S(=O)(=O)N2CCOCC2)CC1,-9.1%
COc1ccc(-c2nnn(CC(=O)N(CC(=O)NC3CCCC3)c3ccccc3)n2)cc1OC,15.2%
Cc1csc(NC(=O)c2cc(=O)[nH]c3ccc(S(=O)(=O)N4CCOCC4)cc23)n1,-8.0%
CCOCCCNC(=O)c1c(N)n(-c2ccc(S(N)(=O)=O)cc2)c2nc3ccccc3nc12,33.2%
CC(C)C(c1nnnn1Cc1ccccc1)N(CCCO)Cc1cc2cc3c(cc2[nH]c1=O)OCO3 (stereo not drawn),33.1%
COc1cc([C@@H]2[C@H]3CNCC=C3C(C#N)=C(N)C2(C#N)C#N)ccc1OC(C)C,12.3%
N#CC1=C(N)C(C#N)(C#N)[C@H](c2ccoc2)[C@H]2CN(Cc3ccccc3)CC=C12,27.3%
Cc1c(-c2cccc(Cl)c2)nc2ccccc2c1C(=O)OC/C(O)=C(\C#N)c1nc2ccccc2[nH]1,5.0%

# Next entries:
SMILES,RUNX1 CBFb-SMMHC
Cc1cc(C)c2c(=O)n(CC(=O)NCCCN3CCOCC3)sc2n1,17.4%
COc1ccc(N2C3=C(C(=O)CC(C)(C)C3)C(c3cnn(C)c3)C3=C2CC(C)(C)CC3=O)cc1,-7.6%
Cc1cccc(-n2c(O)c(/C=N/NC(=O)c3ccccc3Cl)c3ccccc3c2=O)n1,-5.4%
N#Cc1c(N)n(-c2ccc(C(=O)O)cc2)c2nc3ccccc3nc12,-6.1%
CCc1ccccc1N(C(C)=O)c1nc(CN=C=S)cs1,2.0%
COc1ccc(N=Cc2c(O)n(Cc3ccccc3)c(=S)[nH]c2=O)c(OC)c1,-6.5%
CCOC(=O)c1cc2c(=O)n3ccccc3nc2n(C(C)C)c1=NC(=O)c1c(-c2ccccc2Cl)noc1C,-8.2%
O=C(CCc1ccc(S(=O)(=O)N2CCOCC2)cc1)Nc1nccs1,-7.8%
COC(=O)c1c(NC(NC(=O)c2ccccc2)(C(F)(F)F)C(F)(F)F)sc2c1CCN(C)C2,8.1%
Cc1cc(N2CCOCC2)n2nc(C)c(-c3ccccc3)c2n1,-3.0%
COc1ccc2oc(=O)c(C(=O)NCc3cccnc3)cc2c1,-18.2%
CC1=NOC(=O)/C1=C\c1ccc(-c2cc(Cl)ccc2Cl)o1,34.5%
CN1/C(=C\C=C(/C#N)C(=O)Nc2ccc(Cl)cc2)C(C)(C)c2ccccc21,-33.4%
Nc1cccc2c1C(=O)N(C(=O)c1ccco1)C2=O,-6.8%
COCc1cc(=O)oc2cc(NS(=O)(=O)c3ccc(C)cc3)ccc12,-9.4%
CN1CC=C2C(C#N)=C(N)C(C#N)(C#N)C(c3ccsc3)C2C1 (stereo not drawn),27.1%
CCOC(=O)Cc1c(C)c2c(O)cc(O)cc2oc1=O,9.6%
CC(=O)NCCN=Cc1sc2ccccc2c1O,28.3%
CC(=O)N(c1ccc2oc(=O)sc2c1)S(=O)(=O)c1cccs1,-3.0%
O=C(N/N=C/c1ccc(-c2ccc(Cl)c(C(=O)O)c2)o1)c1cc2c(ccc3ccccc32)o1,13.0%

# The final 3 entries of the part before come first, to join the parts:
SMILES,RUNX1 CBFb-SMMHC
CC(=O)NCCN=Cc1sc2ccccc2c1O,28.3%
CC(=O)N(c1ccc2oc(=O)sc2c1)S(=O)(=O)c1cccs1,-3.0%
O=C(N/N=C/c1ccc(-c2ccc(Cl)c(C(=O)O)c2)o1)c1cc2c(ccc3ccccc32)o1,13.0%
O=C(CN(Cc1ccco1)C(=O)c1ccccc1)Nc1ccc(Cl)c(Cl)c1,-9.8%
O=C(O)COc1ccccc1Cc1ccccc1,-5.4%
CCOC(=O)/C(C#N)=C1/C=C(C)c2ccccc2N1,7.0%
CC(C)N1CCC2(CC1)C(C#N)=C(N)NC(S)=C2C#N,4.0%
COc1ccc(-n2c(N)c(C(=O)NCc3ccco3)c3nc4ccccc4nc32)cc1,42.9%
O=C(COC(=O)c1c2c(nc3ccccc13)/C(=C/c1ccco1)CC2)NC1CCCC1,10.4µM*
CC(C)(C)OC(=O)NCC(=O)Oc1cc2oc(=O)cc(-c3ccccc3)c2cc1Cl,35.9%
C/C(=N\NC(=O)c1ccc(NS(=O)(=O)c2cccs2)cc1)c1ccc(O)cc1O,-16.9%
CCCCN(C)C1=CC2=CC(=C(C#N)C#N)CCC2CC1 (stereo not drawn),i
CC(C)Cn1nc(NC(=O)c2cccs2)c2cc3ccccc3nc21,-9.0%
O=c1[nH]c(=O)n(C2CCCCC2)c(O)c1C=Nc1ccc(N2CCOCC2)cc1,0.9%
Cc1cc(C)cc(OCC(=O)O/N=C(\N)Cc2ccc([N+](=O)[O-])cc2)c1,-11.0%
COCCCn1c(=NC(=O)c2ccncc2)c(C#N)cc2c(=O)n3cccc(C)c3nc21,14.0%
COC(=O)c1ccc(C(=O)OC)c(N)c1,27.3%
COCCNC(=O)CN(C(=O)CCC(=O)Nc1cc(C)on1)c1ccc(C)cc1C,-12.8%
CCN(CC)c1ccc(/C=N\NC(=O)c2cccc3cc[nH]c23)cc1,5.9%
CCC(CO)[n+]1c(C)cc(/C=C2\Sc3ccccc3N2Cc2ccccc2)cc1C (stereo not drawn),-65.7%
CCNC(=S)N1CCN(c2cccc(C(F)(F)F)c2)CC1,-19.3%
CC(C)Sc1nc(N2CCOCC2)c2c(c1C#N)CC(C)(C)N(C)C2,31.6%
CC(C)c1ccc(NC(=O)CCNS(=O)(=O)c2cccc3nonc23)cc1,-2.3%
CCC(C)(C)NC(=O)C(c1ccccc1F)N(Cc1ccco1)C(=O)Cn1nnc2ccccc21 (stereo not drawn),6.3%
COc1ccc(N=c2oc3cc(O)ccc3cc2C(=O)NCC2CCCO2)cc1 (stereo not drawn),47.5%

# Compound activity as filed in PubChem.

# Not all compounds are listed, so the mix of outcomes need not match the whole.
